High-throughput results as filed in PubChem.
ERK EGF inh: qHTS Assay for Inhibitors of the ERK Signaling Pathway using a Homogeneous Screening Assay; Stimulation with EGF; HEK293-V1b, EGF-stimulated phospho-ERK AlphaScreen; Potency, µM (series often up to 11.5 µM), for the others: at the top dose activity change, negative = inhibition, most hits filed as inhibitors; actives 0.41% (n = 130,000); AID 1454, 2008; active = well fitted inhibition curve with a large enough effect; inconclusive = small, poorly fitted or top-dose-only effect, or effect the other way;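 also: plate controls were stimulated vehicle wells for no effect and unstimulated vehicle basal for full effect; nearly all actives have a fitted effect of over 55% in size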
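Stably V1b-transfected HEK293 cells; 30 min compound, then EGF 25 nM final for 5 min at 37C; 10 min lysis; phospho-ERK by AlphaScreen after 5 hr beads at room temperature.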
An asterisk follows results filed as active; ? = inconclusive; & = joins results of further samples; [ ] = dose if it differs, or a comment. Potency is read from the fitted curve at half-maximal effect.

| smiles | ERK EGF inh |
| --- | --- |
| CC(=O)Nc1ccc(S(=O)(=O)Nc2nc3ccccc3nc2Nc2ccc(N)cc2)cc1 | -13.0%[57.5 µM] |
| O=C(NCCCN1CCN(c2cccc(Cl)c2)CC1)c1cccc(N2CCCC2=O)c1 | 14.4% |
| CCc1noc(C)c1C(=O)N1CCCC(CCC(=O)NCc2cccc(OC)c2)C1 (centres undefined) | -0.2% |
| Cc1cccc(-n2nc(CC#N)c(C#N)c2N)c1 | -3.4% |
| Cc1cccc2cc(CN(Cc3ccc(F)cc3)C(=O)N3CCOCC3)c(=O)[nH]c12 | 8.0% |
| C[C@@H](C(=O)Nc1cccc(S(=O)(=O)N2CCOCC2)c1)N1C(=O)C2CC=CCC2C1=O (some centres undefined) | -3.0% |
| CC12c3ccccc3C(c3ccccc31)C1C(=O)N(Cc3cccnc3)C(=O)[C@H]12 (some centres undefined) | -10.3% |
| COc1ccc(CN(C(=O)CO/N=C/c2ccccc2)c2ccccc2C(=O)O)cc1 | 0.3% |
| COc1cc(/C=C2/CCCC(C(=O)C(F)(F)F)=C2O)ccc1O | -1.3%[57.5 µM] |
| CC(=O)Nc1ccc(O)c(-c2nc3ccccc3s2)c1 | -9.0% |
| CCCCCCN(C(=O)CCCCCN1C(=O)NC(c2ccccc2-c2ccccc2)C(C(=O)OCc2ccccc2)=C1C)C(C(=O)NCCCC)c1ccc(OCC(=O)OC)c(C(=O)OC)c1 (centres undefined) | -6.8% |
| CC(=O)N1CCC2(CCCN(Cc3ccc(C#N)cc3)C2)CC1 | 7.8% |
| CCS(=O)(=O)c1ccc2oc(Nc3cccc(OC)c3)nc2c1 | 0.3% |
| CSc1ccc(Cl)c(C(=O)OCC(=O)Nc2ccccc2OC(F)F)c1 | 1.6% |
| CCN1CCN(CCNC(=O)c2ccc(/C=C3\Sc4ccccc4N(Cc4ccccc4F)C3=O)cc2)CC1 | -7.0% |
| C=CCN1C(=O)/C(=C/c2ccc(O)cc2)S/C1=N/c1nccs1 | ? |
| CCOc1ccc(C2CC(c3cccc(Cl)c3)n3nc(N)nc3N2)cc1 (centres undefined) | -0.2% |
| N#Cc1cccc(NC(=O)N2CCCC3(CCN(S(=O)(=O)c4ccccc4)CC3)C2)c1 | 5.6% |
| COc1ccc(NC(=O)CC2C(=O)N(c3cccc(OC)c3)C(=O)N2C(C)C)cc1 (centres undefined) | 5.1% |
| O=C(CSc1nnnn1-c1cccc2ccccc12)NC(C(=O)O)(c1ccccc1)c1ccccc1 | -4.0%[57.5 µM] |
| Cc1cccc(-c2nnn(C/C(N)=N/O)n2)c1 | -0.4% |
| COc1cc(/C=C2\SC(=S)N(NS(=O)(=O)c3ccccc3)C2=O)ccc1O | ? |
| COC(=O)c1ccc(/C=N/N2CCN(Cc3ccccc3Cl)CC2)cc1 | ? |
| CCCn1nnnc1NCc1cc(Br)ccc1OC | 6.2% |
| O=C(NN1C(=O)C2C3C=CC(C3)C2C1=O)c1ccncc1 (centres undefined) | -7.7% |
| COc1ccc(-c2cc(-c3ccc(C)cc3)nc(SCc3nnc(-c4ccccc4)o3)c2C#N)cc1OC | 5.6% |
| CCN(CC)S(=O)(=O)c1ccc(NC(=O)COc2nc3ccccc3nc2N2CCOCC2)cc1 | 4.4% |
| CCn1ccnc1CN1CCc2c([nH]c3ccccc23)C1C(C)(C)C (centres undefined) | 31.6µM* |
| CC(=O)Nc1ccc(C2C(=O)c3ccccc3C2=O)cc1 | 3.7%[57.5 µM] |
| COc1ccc(/C=C/C(=O)Oc2ccc(/C=N\NC(=O)c3ccc(F)cc3)cc2)cc1 | 3.7% |

Some of the entries above, reformatted:
ERK EGF inh	molecule
-1.3%[57.5 µM]	COc1cc(/C=C2/CCCC(C(=O)C(F)(F)F)=C2O)ccc1O
-9.0%	CC(=O)Nc1ccc(O)c(-c2nc3ccccc3s2)c1
-6.8%	CCCCCCN(C(=O)CCCCCN1C(=O)NC(c2ccccc2-c2ccccc2)C(C(=O)OCc2ccccc2)=C1C)C(C(=O)NCCCC)c1ccc(OCC(=O)OC)c(C(=O)OC)c1 (centres undefined)
7.8%	CC(=O)N1CCC2(CCCN(Cc3ccc(C#N)cc3)C2)CC1
0.3%	CCS(=O)(=O)c1ccc2oc(Nc3cccc(OC)c3)nc2c1
1.6%	CSc1ccc(Cl)c(C(=O)OCC(=O)Nc2ccccc2OC(F)F)c1
-7.0%	CCN1CCN(CCNC(=O)c2ccc(/C=C3\Sc4ccccc4N(Cc4ccccc4F)C3=O)cc2)CC1
?	C=CCN1C(=O)/C(=C/c2ccc(O)cc2)S/C1=N/c1nccs1
-0.2%	CCOc1ccc(C2CC(c3cccc(Cl)c3)n3nc(N)nc3N2)cc1 (centres undefined)
5.6%	N#Cc1cccc(NC(=O)N2CCCC3(CCN(S(=O)(=O)c4ccccc4)CC3)C2)c1
5.1%	COc1ccc(NC(=O)CC2C(=O)N(c3cccc(OC)c3)C(=O)N2C(C)C)cc1 (centres undefined)
-4.0%[57.5 µM]	O=C(CSc1nnnn1-c1cccc2ccccc12)NC(C(=O)O)(c1ccccc1)c1ccccc1
-0.4%	Cc1cccc(-c2nnn(C/C(N)=N/O)n2)c1
?	COc1cc(/C=C2\SC(=S)N(NS(=O)(=O)c3ccccc3)C2=O)ccc1O
?	COC(=O)c1ccc(/C=N/N2CCN(Cc3ccccc3Cl)CC2)cc1
6.2%	CCCn1nnnc1NCc1cc(Br)ccc1OC
-7.7%	O=C(NN1C(=O)C2C3C=CC(C3)C2C1=O)c1ccncc1 (centres undefined)
5.6%	COc1ccc(-c2cc(-c3ccc(C)cc3)nc(SCc3nnc(-c4ccccc4)o3)c2C#N)cc1OC
4.4%	CCN(CC)S(=O)(=O)c1ccc(NC(=O)COc2nc3ccccc3nc2N2CCOCC2)cc1
31.6µM*	CCn1ccnc1CN1CCc2c([nH]c3ccccc23)C1C(C)(C)C (centres undefined)

Continued.
| smiles | ERK EGF inh |
| --- | --- |
| Cc1ccc(-n2cccn2)c([C@@H]2C[C@H]3CN(C)C(=O)[C@]34CCCN24)c1 | -9.9%[57.5 µM] |
| COc1cc2c(cc1NC(=O)CSc1nc3cc(Cl)ccc3s1)oc1ccccc12 | 5.9% |
| CCOC(=O)c1c(O)c(O)c(C(=O)OCC)n1-c1ccccc1 | -7.2%[57.5 µM] |
| CN(C)CCCn1c(SCC(=O)N2CC(=O)Nc3ccccc32)nc2ccccc2c1=O | 3.6% |
| Cn1c(-c2nc(-c3ccccc3)cs2)nc2ccccc21 | 13.5% |
| O=C(COC(=O)C1CCN(S(=O)(=O)c2cccs2)CC1)c1ccccc1 | -2.5% |
| Cc1cccn2c(=O)c3cc(S(=O)(=O)c4ccccc4)c(=N)n(CC4CCCO4)c3nc12 (centres undefined) | -4.2%[57.5 µM] |
| COc1ccc(-n2c(C)nc(=O)c(-c3ccccc3)c2C)cc1 | 7.8% |
| Nc1c(C(=O)N/N=C/c2ccccc2Cl)oc2nc(-c3ccccc3)cc(-c3ccco3)c12 | -18.7%[57.5 µM] |
| CCOC(=O)N1CCN(c2ccc([N+](=O)[O-])cc2F)CC1C (centres undefined) | -2.2% |
| O=C(Cc1noc2ccccc12)Nc1ccc(Cl)cc1 | 9.4% |
| O=C(Nc1ncn[nH]1)c1cccc(S(=O)(=O)N2CCOCC2)c1 | -7.1% |
| O=C(CN1CCN(C/C=C/c2ccccc2)CC1)NCc1ccc(Cl)cc1 | 2.0%[57.5 µM] |
| CN(C)c1ccc(/C=N/NC(=O)c2ccccn2)cc1 | -9.0%[57.5 µM] |
| Cc1oc2ccc(Br)cc2c(=O)c1-c1nn[nH]n1 | -2.4% |

ERK EGF inh, entries above that show a hit
| smiles | ERK EGF inh |
| --- | --- |
| CCn1ccnc1CN1CCc2c([nH]c3ccccc23)C1C(C)(C)C (centres undefined) | 31.6µM* |

(next part)
| smiles | ERK EGF inh |
| --- | --- |
| Cc1ccc(-n2c(-c3ccccc3)c[nH]c2=S)cc1 | ? |
| Cc1cc(C)cc(C(=O)NCC(=O)OCC(=O)NCc2ccco2)c1 | -3.5% |
| CCOC(=O)CSc1nc(-c2ccccc2)ns1 | -2.0% |
| O=C1CCN(c2ncccc2[N+](=O)[O-])CC1 | 3.4% |
| COC1(C)CCC2OC2(C)CCC2C1CC2(C)C (centres undefined) | 15.1% |
| Cc1ccc(NC(=O)CN(C)C(=O)/C=C/c2cccs2)cc1 | -22.4% |
| COc1ccccc1NC(=S)N1CCC(NC(=O)C23CC4CC(CC(C4)C2)C3)CC1 | -10.1% |
| S=C(NC12CC3CC(CC(C3)C1)C2)N1CCCC1 | 9.5% |
| CCC(CC)C(=O)Nc1ccc(C)cc1O | 18.0% |
| CC(C)OC(=O)c1cc(C(=O)c2cc(Cl)ccc2O)coc1=N | 2.9% |
| COc1ccc(NC(=O)c2ccc3ccccc3c2)cc1NS(=O)(=O)c1ccc(F)cc1 | -4.8% |
| CCOC(=O)c1cc(C(=O)OCC)c(=O)[nH]c1C | 10.2% |
| N#Cc1ccc(Cn2ccnc2C(=O)Nc2ccccc2)cc1 | 1.0% |
| CC(NCc1ccc(S(N)(=O)=O)cc1)C(=O)Nc1cccc(Cl)c1 (centres undefined) | -1.9%[57.5 µM] |
| C/C(=N\NC(=O)Cc1cccn1C)c1ccc([N+](=O)[O-])cc1 | 6.8%[57.5 µM] |
| COc1ccc(CNC(=O)c2cc3c(s2)CN(Cc2ccccc2)C3)cc1 | -4.3% |
| CCn1c(-c2nn(-c3ccccc3)ccc2=O)n[nH]c1=S | -8.4% |
| CCOC(=O)CSc1n[nH]c(NC(=O)CC)n1 | -7.0%[57.5 µM] |
| O=C(NC1CC1)C1=C[C@@H](c2c[nH]c3ccccc23)C[C@@H](OCc2ccc(CO)cc2)O1 | -10.5%[57.5 µM] |
| O=C(NCCCO)/C(=C\C=C\c1ccccc1)NC(=O)c1ccccc1Cl | 7.1% |
| COc1ccc(CC(=O)n2[nH]c(=O)cc(C)c2=O)cc1OC | 5.4%[57.5 µM] |
| CS(=O)(=O)N(Cc1ccc(Cl)cc1)c1ccc(C(=O)NCc2ccccn2)cc1 | 3.9%[57.5 µM] |
| CC(=O)Nc1ccc(-c2csc(N/N=C(/C)c3ccccc3)n2)cc1 | 4.3%[57.5 µM] |
| CN(C)CCCN(C(=O)COc1ccc(Cl)cc1)c1nc2ccc(F)cc2s1 | 25.0% |
| CN(C)CCCNc1ccc(-c2cc(Nc3cccc(Cl)c3)ncn2)cn1 | ? |
| COC(CNC(=O)c1cccnc1)OC | 1.1% |
| Cc1ccc2nc(SC(C)C(=O)N3CCOCC3)[nH]c2c1 (centres undefined) | -1.2% |
| O=S(=O)(Nc1cccc(Cl)c1)c1ccc2oc(=S)[nH]c2c1 | 12.5% |
| C[C@@H](C(=O)NCc1ccc(S(C)(=O)=O)cc1)[C@H]1C[C@]1(C)[C@H](NC(=O)OCc1ccccc1)c1ccccc1 | -2.7%&6.8% |
| O=C(COC(=O)C1CC(=O)N(C2CCCCC2)C1)c1ccc(F)cc1 (centres undefined) | 1.1% |
| CC(C)[C@H](NC(=O)NCCC1=CCCCC1)C(=O)O | -18.7%[57.5 µM] |
| COc1ccc(C2c3[nH]c4ccccc4c3CCN2C(=O)c2cn3ccccc3n2)c(F)c1 (centres undefined) | -15.8% |
| O=C(COC(=O)CCSc1ccc(Cl)cc1)Nc1ccc(F)cc1 | -4.6% |
| Cc1cc(N2CCCC(C(=O)Nc3cccc(Cl)c3)C2)n2ncnc2n1 (centres undefined) | 17.0% |
| C=CCc1cccc2cc(C(=O)NNC(=O)CC#N)c(=O)oc12 | 15.9%[57.5 µM] |
| CC(=O)N[C@H](CC(C)C)C(=O)O | 0.6% |
| Cc1ccc(/C=N/NS(=O)(=O)c2ccccc2)o1 | 5.9% |
| Cc1ccc(C2c3c(oc4ccccc4c3=O)C(=O)N2c2nncs2)cc1 (centres undefined) | 14.8%[57.5 µM] |
| CCc1ccc(C2=NN(CCC(=O)NC(C)CCc3ccccc3)C(=O)CC2)cc1 (centres undefined) | 5.6% |
| COC(=O)CC1C(=O)NCCN1C(=S)NC(=O)CCc1ccccc1 (centres undefined) | -3.8% |
| COc1ccc(CCN(C(=O)c2cccc(F)c2)C2CC(=O)N(c3ccccc3)C2=O)cc1 (centres undefined) | -5.6% |
| O=C1Cc2ccccc2C(c2ccc(Cl)cc2Cl)N1 (centres undefined) | -13.0%[57.5 µM] |
| O=C(c1ccc(F)cc1)N1CCN2C(=O)c3ccccc3C12c1ccccc1 (centres undefined) | -1.9%[57.5 µM] |
| O=C(CCCc1nc2ccccc2s1)NCc1ccccc1F | 0.4% |
| COc1cc(C)c(Br)cc1S(=O)(=O)N1CCOCC1 | 13.0% |
| CN(C)c1ccc(N/C(N)=N/c2nc(C(F)(F)F)cc(C(F)(F)F)n2)cc1 | 9.0% |
| O=C1C=CC2=C3c4cc(O)c(O)cc4C[C@]3(O)COC2=C1 | ? |
| c1nc2n(n1)C1=C(CCCC1)C1(CCCCC1)N2 | 0.8% |
| Cc1ccc(S(=O)(=O)NNC2=NS(=O)(=O)c3ccccc32)c(C)c1 | -3.3% |
| c1ccc2c(NC3=NCCCCS3)cccc2c1 | 2.3% |
| O=C(c1ccccc1)N1CCN(c2ccc([N+](=O)[O-])cc2-n2cccc2)CC1 | 2.2%[57.5 µM] |
| COc1cc(/C=N/NC(=S)Nc2cccnc2)cc(OC)c1OC | 16.1% |
| CC(C)(C)OC(=O)N1CCC[C@H]1c1nnc(SCc2ccc(Cl)cc2)o1 | 3.7%[57.5 µM] |
| CCCn1c(=N)c(C#N)cc2c(=O)n3ccccc3nc21 | -8.1% |
| O=C(NC1CCS(=O)(=O)C1)c1cc(-c2ccccc2)nc2ccccc12 (centres undefined) | 9.0% |

Only part of the results is shown; count on the stated rates, not on these rows.
